CHX counter: counter-screen hit for Shiga toxin inhibitors, cycloheximide | cell reporter, cycloheximide protein synthesis inhibition counterscreen | max response, % | 300,000 tested, 12% active | AID 2314; in the data active = max response mostly above about 13%, no sharp cut-off; inactive = mostly below about 14%; note: read at 38.3 µM for the half of the compounds with a filed dose; 0% is about no effect
AmpC inh detg: AmpC beta-lactamase inhibition with detergent present | AmpC hydrolysis of nitrocefin, absorbance 480 nm, 0.01% Triton | Potency, µM (series often up to 114 µM), inactives show at the top dose activity change, negative = inhibition, hits mostly inhibitors | 370,000 tested, 0.041% active;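 note: potency is the fitted concentration of half-maximal effect; 0% = no-compound wells and -100% = no-enzyme wells; nearly all actives have a fitted effect of over 25% in size; some results filed as inactive show a strong effect at the top dose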
Target sequence (P00811 whole entry, looked up): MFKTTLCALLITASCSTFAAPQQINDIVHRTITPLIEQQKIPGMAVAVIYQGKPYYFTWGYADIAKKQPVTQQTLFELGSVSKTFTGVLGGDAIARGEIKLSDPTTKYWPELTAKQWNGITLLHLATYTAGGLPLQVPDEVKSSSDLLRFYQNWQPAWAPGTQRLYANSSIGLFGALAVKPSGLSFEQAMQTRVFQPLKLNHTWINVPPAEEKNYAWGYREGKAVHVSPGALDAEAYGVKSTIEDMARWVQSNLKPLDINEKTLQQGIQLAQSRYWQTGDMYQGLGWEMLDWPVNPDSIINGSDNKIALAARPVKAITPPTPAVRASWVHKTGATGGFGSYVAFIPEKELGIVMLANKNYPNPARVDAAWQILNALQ
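AmpC (5.3 nM in the dispensed reagent) in 20 mM phosphate pH 7.0 with 0.01% (detergent screen) or 0.0001% Triton X-100 was preincubated with compounds for 15 min at room temperature. Nitrocefin was then added from an 800 uM solution, and hydrolysis was followed at 480 nm.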
HCMV inh: human cytomegalovirus inhibition. HFF cells, HCMV-luciferase reporter, 72 h; stronger effect = lower value. 410,000 tested, 4.5% active. AID 1259415. activity change, negative = inhibition, % at 57.5 µM; in the data active = activity change below about -60%; inconclusive = no clear call, values can overlap the other calls; inactive = above about -39%; note: % is set by controls: 0 for no effect and ±100 for the full control effect
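Compounds were evaluated in HFFs infected with an HCMV luciferase reporter virus (MOI 1 PFU/cell). Luciferase in lysates collected 72 h post infection served as the replication measure.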
AmpC no deterg: AmpC beta-lactamase inhibition without detergent | AmpC nitrocefin hydrolysis, absorbance 480 nm, 0.0001% Triton | Potency, µM (doses to about 57.1 µM), inactives show top-dose activity change, negative = inhibition, most hits filed as inhibitors | 330,000 tested, 0.52% active;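 note: potency is the fitted concentration of half-maximal effect; plate controls were no compound for no effect and no enzyme for full effect; nearly all actives have a fitted effect of over 20% in size; some results filed as inactive show a strong effect at the top dose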
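20 mM phosphate pH 7.0 + 0.01% (detergent screen) or 0.0001% Triton X-100; 5.3 nM AmpC reagent; cpd preinc 15 min RT; nitrocefin (800 uM stock) to start; A480 q20 s × 4 min; Activity was normalised to no-enzyme and no-compound control wells.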
AMA1 RON2 block: inhibitors of Plasmodium falciparum AMA1-RON2 interaction; AlphaScreen AMA1-biotinylated RON2 peptide binding; Potency, µM (titrated, usually from 58.2 µM), without a hit: at the highest dose activity change, negative = inhibition, hits mostly inhibitors; 360,000 tested, 0.2% active; AID 720542;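 note: potency is the fitted concentration of half-maximal effect; 0% = vehicle wells and -100% = peptide control; nearly all actives have a fitted effect of over 45% in size; some results filed as inactive show a strong effect at the top dose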
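AMA1 (3D7) with his tag at 25 nM final met compounds first, then biotinylated RON2 peptide at 25 nM; detection used donor plus acceptor beads, 10 µg/mL apiece, read by AlphaScreen after 30 min at room temperature.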
Shiga inhibitor: inhibitors of Shiga toxin in Vero cells | Vero cells, Shiga toxin protein synthesis inhibition reporter | inhibition, % at 38.7 µM | 290,000 tested, 9.2% active | AID 2315; in the data active = inhibition mostly above about 28%, no sharp cut-off; inactive = mostly below about 43%; note: 0% is about no effect
Giardia FBPA inh: inhibitors of Giardia lamblia fructose-1,6-bisphosphate aldolase; 290,000 tested, 0.71% active; purified Giardia FBPA; Potency, µM (series often up to 59.6 µM), inactives show top-dose activity, negative = inhibition, actives largely listed as inhibitors; note: potency is the fitted concentration of half-maximal effect; % is set by controls: 0 for no effect and ±100 for the full control effect; nearly all actives have a fitted effect of over 55% in size
Target sequence (A8B2U2 whole entry, looked up): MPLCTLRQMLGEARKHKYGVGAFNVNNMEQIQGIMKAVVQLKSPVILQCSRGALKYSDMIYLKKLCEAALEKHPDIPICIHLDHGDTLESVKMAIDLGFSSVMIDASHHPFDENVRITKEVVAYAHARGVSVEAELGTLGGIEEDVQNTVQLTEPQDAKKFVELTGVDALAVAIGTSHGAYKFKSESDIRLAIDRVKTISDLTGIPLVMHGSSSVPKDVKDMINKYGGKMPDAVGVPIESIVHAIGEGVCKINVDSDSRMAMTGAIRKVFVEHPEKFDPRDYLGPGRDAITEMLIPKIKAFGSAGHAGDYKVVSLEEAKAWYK
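40 nM FBPA preincubated 10 min at RT with compound (up to 57.5 uM final), then substrate plus GAPDH/TPI/NAD/arsenate coupling and diaphorase/resazurin added. Fluorescence read after 20 min at RT, 525/598 nm.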
Starred values were filed as active, the others as inactive; ? = inconclusive; / = not tested or not shown; & = joins results of further samples; [ ] = dose if it differs, or a comment. Unless noted, calls come from the whole dose curve; as a rule, active = well fitted curve in the direction sought with a large enough effect; inconclusive = small, poorly fitted or top-dose-only effect, or another doubt; inactive = no such curve, though single readings can be large; an effect the other way counts as inactive or inconclusive.

structure	CHX counter	AmpC inh detg	HCMV inh	AmpC no deterg	AMA1 RON2 block	Shiga inhibitor	Giardia FBPA inh
COc1ccc(-n2nc3c(c2NC(=O)C2CC2)CS(=O)(=O)C3)cc1	-1	4%	-15	-8%	16%	11	/
Nc1ccc(-c2nnc(-c3ccc(-c4ccccc4)cc3)o2)cc1	58*	-2%	16	8%	-12%	63*	4%
Cc1ccc(CSc2ccc(-c3ccc4c(c3)OCO4)nn2)cc1	11	5%	-13	-23%	?	22	0%
COc1ccc(NC(=O)COC(=O)CCc2ccccc2)c(OC)c1	-2	-13%	-18	-5%	5%	-3	6%
COc1ccccc1OCC(=O)Nc1nc2c(s1)CCCC2	49*	-11%	-67*	-18%	-2%	78*	/
CS/C(=C\[N+](=O)[O-])Nc1ccc(F)cc1	12	2%	-5	/	6%	-8	0%
COc1ccc(NC(=O)C2CCN(C(=O)c3ccc(OC)cc3)CC2)cc1	0	1%	-1	38%	2%	1	11%
O=C(NNc1c2ccccc2nc2ccccc12)C12CC3CC(CC(C3)C1)C2	-1	-4%	-32	54%	-1%	10	-3%
CCS(=O)(=O)c1ccc2c(c1)N(S(=O)(=O)c1cccs1)CC(C(=O)O)O2 (stereo unspecified)	-3	0%	-5	-9%	-5%	-8	-3%
O=C1C(NS(=O)(=O)c2cccs2)=C(N2CCN(c3cccc(C(F)(F)F)c3)CC2)C(=O)c2ccccc21	-2	-11%	6	-58%	10µM*	1	?
Cc1cccc(OCCn2ccnc2)c1	-4	2%	8	-11%	-7%	-7	?
CCCCNC(=O)OCCSCCS(=O)(=O)c1ccc(Cl)cc1	-1	-4%	9	-14%	-4%	3	10%
CCCCOc1ccc(C(=O)N/N=C/c2ccc(OCCN3CCCCC3)c(OC)c2)cc1	13	-5%	4	76%[activator]	-13%	32	2%
COc1cccc(C(=O)Nc2ccc(-c3nc4ccccc4o3)c(O)c2)c1	14	-1%	-11	4µM*	33%[activator]	53*	-3%
CCn1c(SCC(=O)Nc2ccc(Br)cc2)nc2sc3c(c2c1=O)CCN(C)C3	9	-10%	-4	17%	-12%	19	-10%
CC(=O)Nc1ccc(NC(=O)c2ccc(CN3CCc4ccccc4C3)cc2)cc1	-1	2%	-17	-24%	-6%	-8	-7%
O=C(c1cc2ccccc2oc1=O)N(Cc1ccco1)CC1CCCO1 (stereo unspecified)	4	1%	25	-13%	2%	-5	-2%
COC(=O)Nc1ccc(S(=O)(=O)N2CCC(C(=O)N3CCCC(C)C3)CC2)cc1 (stereo unspecified)	2	4%	-38	17%	0%	18	9%
CCNc1nc(Oc2ccc(Cl)cc2Cl)cc(C(F)(F)F)n1	7	1%	-27	-26%	6%	-11	0%
COc1ccc(CNC(=O)CC(NC(N)=O)c2ccccc2Cl)cc1OC (stereo unspecified)	-1	5%	-33	-4%	2%	-4	-6%

structure	CHX counter	AmpC inh detg	HCMV inh	AmpC no deterg	AMA1 RON2 block	Shiga inhibitor	Giardia FBPA inh
COC(=O)C(NC(=O)c1ccccc1Cl)(Nc1ncc(S(=O)(=O)c2ccc([N+](=O)[O-])cc2)s1)C(F)(F)F (stereo unspecified)	-4	-3%	2	-56%	-9%	-9	1%
C=CCn1c(SCC(=O)Nc2ccc(F)cc2F)nc2c([nH]c3ccccc32)c1=O	-3	-2%	-2	-22%	4%	-2	/
CN(Cc1cccc(-n2cccn2)c1)C(=O)CCc1nnc(C2CCCCC2)o1	40*	6%	-7	83%[activator]	0%	55*	-1%
Cc1ccccc1C1=NC(c2ccc(F)cc2F)ON1 (stereo unspecified)	30*	9%	-17	-33%	3%	85	-20%
COc1cc2nc(CCc3ccccc3)oc(=O)c2cc1OC	-3	-8%	23	-14%	2%	-3	4%
O=c1[nH]c(CCl)nc2cc(-c3ccc(F)cc3)sc12	11	-4%	50	-23%	56%[activator]	56	-5%
O=C(NCc1cccnc1)c1ccc(CS(=O)(=O)c2ccc(Br)cc2)o1	3	-8%	-25	0%	-2%	2	0%
C=CCNC(=O)COc1ccc(Br)cc1Cl	33*	?	-28	-8%	-18%	56	4%
O=C(NCc1ccccc1Br)c1ccncc1	3	2%	/	-9%	9%	17	-2%
COc1ccc(-n2cnc3ccccc32)cc1	20	-6%	-74*	-40%	-1%	28	-2%
Cc1cc(C)n(-c2ccc(NC(=O)C3CCCCN3C(=O)c3occc3C)cc2)n1 (stereo unspecified)	-6	4%	-3	10%	6%	-17	/
COC(=O)Cn1ncn2c(cc3oc(C)cc32)c1=O	40*	0%	-22	-12%	2%	76*	3%
Cc1cccc(NS(=O)(=O)c2ccc(-c3cnc(C4CC4)o3)cc2)c1C	-13	-1%	?	1%	0%	-15	/
O=C(O)COc1ccccc1/C=N/NC(=O)CN1CCN(Cc2ccccc2Cl)CC1	0	-1%	?	-13%	34%[activator]	8	1%
Cc1cc(C)n2cc(CSCc3ccco3)nc2n1	-2	1%	-15	0%	5%	-11	-15%
CCCNC(=O)CCNC(=O)[C@H](O)C(C)(C)CO	/	/	-6	-14%	2%	/	/
CC(C)(C)c1csc(NC(=O)c2ccc(Br)o2)n1	47*	-9%	-32	-36%	-5%	99*	/
COc1cccc(N2CCN(Cc3nc(N)nc(Nc4ccccc4)n3)CC2)c1	-1	?	51	30%	0%	17	-7%
CC1CCCCC1NC(=O)/C(C#N)=C/c1ccc(OCC(N)=O)cc1 (stereo unspecified)	-5	-7%	-9	-9%	-24%	-18	6%
CCOc1ccc(OCc2ccc(C(=O)N3CCCC3)o2)cc1	24*	?	?	?	18%	54*	0%

structure	CHX counter	AmpC inh detg	HCMV inh	AmpC no deterg	AMA1 RON2 block	Shiga inhibitor	Giardia FBPA inh
Cc1nn(-c2ncc(C(F)(F)F)cc2Cl)c(=O)n1-c1c(F)cccc1F	7	?	-21	-1%	8%	-4	5%
COC(=O)c1ccc(/C=C/C(=O)OCC(=O)Nc2cc(C)on2)cc1	/	/	-22	-45%	-5%	/	/
O=C(NCCO)c1ccc2nc(-c3ccco3)c(-c3ccco3)nc2c1	23	2%	7	-7%	?	-16	?
COc1ccc(-c2cccc(NS(=O)(=O)c3ccccc3[N+](=O)[O-])c2)nn1	/	?	21	-32%	-7%	/	/
CCNc1nc(NC(C)C)nc(OCCOC(=O)Nc2ccccc2)n1	8	-10%	25	-20%	-5%	25	5%
CC(=O)NCCCC(=O)NC(CCC(=O)OCc1ccccc1)C(=O)OCc1ccccc1 (stereo unspecified)	2	-2%	-33	189%[activator]	-4%	-5	6%
CC(=O)Nc1cc(NC(C)=O)cc(C(=O)OCC(=O)c2ccc3c(c2)OCO3)c1	/	3%	10	-7%	-15%	/	/
COc1cc(/C=C2\NC(=S)NC2=O)ccc1OCc1cccc(C(=O)O)c1	79*	-4%	45	-29%	-16%	102*	-8%
CCC(=O)Nc1ccc2nc(SCC(=O)N3CCCC3)sc2c1	9	-14%	13	-6%	5%	18	-6%
COc1cc(C(=O)Oc2cccc(C)c2)cc(OC)c1OC	-2	?	-28	38%	16%	-6	6%
CC(C)C[C@H](NC(=O)[C@H](Cc1ccccc1)NC(=O)[C@H](Cc1ccccc1)NC(=O)[C@@H](N)CO)C(=O)N[C@@H](CCCN=C(N)N)C(=O)N[C@@H](CC(N)=O)C(=O)O	-8	/	/	/	/	-5	-1%
Cc1ccc2c(CC(=O)Nc3c(C(=O)c4ccc(F)cc4)oc4ccccc34)coc2c1C	5	-3%	-31	/	/	-3	/
Cc1ccccc1-n1c(O)c(/C=N/NC(=O)c2ccccc2O)c(=O)[nH]c1=S	46*	3%	-12	-60%	25%	76*	22%
Nc1c(S(=O)(=O)c2cccc(Cl)c2)c2nc3ccccc3nc2n1/N=C/c1ccc(O)c(O)c1	-2	?	/	-44%	/	-9	-8%
Cc1cc(Nc2ccccc2)nc2cc(O)ccc12	37*	0%	67	-22%	1%	114*	-9%
O=C(CNC(=O)c1ccco1)Nc1ccc2c(c1)OCCO2	/	?	73	-16%	4%	/	/
O=C(NCc1ccccc1)[C@]1(C(F)(F)F)C[C@H](CCc2ccccc2)CCCO1	6	/	23	/	9%	-1	5%
COc1ccc(S(=O)(=O)Nc2ccc3c(c2)OCO3)cc1C	-2	-7%	-31	-51%	3%	-4	6%
CN(CCC#N)C(=O)CSc1nc2scc(-c3ccccc3)c2c(=O)[nH]1	-1	-4%	-11	-7%	-2%	2	-1%
COc1ccc(-c2n[nH]c(C)c2-c2ccc(OC)c(OC)c2)c(O)c1	1	-3%	-9	-54%	71%[activator]	-22	-4%

structure	CHX counter	AmpC inh detg	HCMV inh	AmpC no deterg	AMA1 RON2 block	Shiga inhibitor	Giardia FBPA inh
CCN(CC)CCCNC(=S)N1CCN(c2nc(-c3ccc(F)cc3)cs2)CC1	-12	-2%	-97*	70%[activator]	-17%	/	6%
Nc1ccccc1C(=O)Nc1cccc2ccccc12	35*	-15%	11	-36%	3%	36*	-13%
COc1ccc(C)cc1-n1nnnc1SCC(=O)NNC(=O)c1ccc([N+](=O)[O-])cc1	-2	-2%	-37	-35%	123%[activator]	22	9%
CC(C(=O)O)N1C(=O)C2C3CC(C2C1=O)C1C(c2ccccc2)c2sc(=O)[nH]c2SC31 (stereo unspecified)	-2	2%	40	-25%	20%	-9	9%
O=[N+]([O-])c1ccc(S(=O)(=O)N2CCC3(CC2)OCCN3S(=O)(=O)c2cccs2)cc1	/	-16%	23	-42%	-4%	/	/
COc1cc(/C=C/C(=O)O)cc(S(=O)(=O)Nc2ccc3nc(SC)sc3c2)c1OC	8	-12%	-13	-15%	1%	-6	-1%
CCCCCCCCC(=O)NCc1ccc(O)c(OC)c1	/	-9%	-10	-17%	8%	/	0%&-4%
CC12CCC(C(=O)N(CCCCN3CCN(c4ccccn4)CC3)C1=O)C2(C)C (stereo unspecified)	2	-16%	-28	29%	-1%	/	10%
COc1ccc(CNC(=O)c2ccc(-c3ccccc3)cc2)cc1	45*	2%	60	-8%	-4%	79*	5%
C#CC(C)(C)NC(=O)c1ccc(-c2ccccc2F)cc1	30*	3%	50	-15%	-11%	64*	-3%
COc1ccc2[nH]c3c(c2c1)CCNC3(C)CCc1ccc(Cl)nc1 (stereo unspecified)	-4	-10%	-10	-6%	-10%	19	9%
O=C(NCCCNC(=O)c1ccc(Cl)cc1Cl)c1cnccn1	-1	3%	-22	-9%	4%	-5	/

Some entries already given, showing only Giardia FBPA inh, AmpC no deterg and AmpC inh detg.
Structure	Giardia FBPA inh	AmpC no deterg	AmpC inh detg
CCN(CC)CCCNC(=S)N1CCN(c2nc(-c3ccc(F)cc3)cs2)CC1	6%	70%[activator]	-2%
COc1ccc(CNC(=O)c2ccc(-c3ccccc3)cc2)cc1	5%	-8%	2%
COc1ccc(C)cc1-n1nnnc1SCC(=O)NNC(=O)c1ccc([N+](=O)[O-])cc1	9%	-35%	-2%

Source: PubChem
